# Bioassay records (PubChem)
# SR-BI HDL uptake: inhibitors of mouse SR-BI mediated HDL lipid uptake; Q61009; ldlA[mSR-BI] CHO cells, DiI-HDL uptake fluorescence, 3 h; inhibition, % at 12.5 µM; 0.96% of 320,000 active;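 active = mean replicate inhibition of at least 70% and a set share of replicates each scoring 70 or more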;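 note: 0% = median of neutral control wells and 100% = median of positive control wells; values of inactives mirror those of a sister screen read the other way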
# LANA DNA inh: blocks KSHV LANA C-terminal domain binding to DNA; 0.078% of 340,000 active; inhibition, % at 9 µM; MBP-C-LANA/FAM-LBS DNA binding, fluorescence polarization;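 active = highest replicate inhibition at or above 60% at 9 µM, even if other replicates fall short; inactive = all replicates below 60% inhibition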;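 note: 0% = neutral control wells and 100% = 4 µM acridine orange control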
# SR-BI DiI-HDL act: SR-BI HDL lipid transfer activation | 0.096% of 320,000 active | AID 504775 | CHO ldlA[mSR-BI] cells, DiI-HDL uptake fluorescence, 3 h; 100 = double the neutral-control signal | activation, % at 12.5 µM;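 active = mean replicate activation of at least 60% and every replicate at or above 60%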;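 note: 0% = median plate neutral-control signal and 100% = twice that signal; values of inactives mirror those of a sister screen read the other way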
#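 material = CHO ldlA[mSR-BI] cells | medium = Ham's F12 with 0.5% BSA, HEPES 25 mM, pH 7.4 | reagent = fluorescent DiI-HDL, 10 µg/mL final | compound dosing = single-point compound dose | incubation = 3 h, 37 °C | measured by = bottom-read fluorescence, 550/595 nm | measure = HDL uptake via cellular fluorescence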
# Keap1-Nrf2 PPI: disrupts human Keap1 binding to Nrf2 peptide; Q14145; Keap1 Kelch-Nrf2 peptide fluorescence polarization, 1536-well; inhibition, % at 9.4 µM; 0.15% of 340,000 active; in the data active = inhibition above about 12%;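 note: human Keap1 Kelch domain with fluorescein labeled Nrf2 9mer peptide probe; 0% = neutral control wells and 100% = peptide positive control; higher means more block of Keap1 binding to Nrf2 peptide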
# NSD2 HMT inh: blocks human histone methyltransferase NSD2 | O96028 | 0.54% of 310,000 active | NSD2 peptide methylation, AlphaScreen, 120 min | inhibition, % at 12.5 µM; in the data active = inhibition above about 50%
# PvdQ acylase: blocks Pseudomonas aeruginosa PvdQ acylase activity. purified PvdQ acylase, fluorescence plate reader. inhibition, % at 10 µM. 0.063% of 340,000 active. AID 488965; in the data active = inhibition above about 30%, passing the limit was not always enough;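 note: 0% = vehicle neutral wells and 100% = reference inhibitor wells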
# PKA-R2B act: PKA-R2B complex activation | activation, % at 11.4 µM | P22694+P31323 | PKA-R2B holoenzyme dissociation, Cy5-IP20 fluorescence polarization; R2B truncated from residue 108, S112A mutant; 0% DMSO only, 100% 113 µM cGMP | 0.079% of 340,000 active | AID 504700;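 active = activation above a cutoff set at the mean over all compounds plus 3 SD, cut at about 18% in these data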;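 note: higher means more holoenzyme dissociation and a rise in polarization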
# Target sequence (P31323 whole entry, looked up, other chains not shown, the tested form may be a part): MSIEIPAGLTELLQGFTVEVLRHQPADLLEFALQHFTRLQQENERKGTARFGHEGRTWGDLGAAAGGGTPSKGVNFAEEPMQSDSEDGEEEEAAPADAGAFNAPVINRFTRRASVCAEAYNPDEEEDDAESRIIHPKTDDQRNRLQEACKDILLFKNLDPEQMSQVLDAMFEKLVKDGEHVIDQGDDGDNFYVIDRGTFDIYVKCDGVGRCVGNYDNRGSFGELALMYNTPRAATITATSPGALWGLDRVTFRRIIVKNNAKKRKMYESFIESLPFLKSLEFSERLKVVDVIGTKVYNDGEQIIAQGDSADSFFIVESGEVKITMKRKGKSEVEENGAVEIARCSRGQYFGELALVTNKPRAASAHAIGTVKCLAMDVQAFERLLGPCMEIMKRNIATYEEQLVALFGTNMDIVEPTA
# Cardiac RTF inh: cardiac RTF calcium desensitization | P19429+P45379 | IANBD-labeled cardiac RTF, Ca2+ fluorescence | inhibition, % at 7.15 µM | 0.12% of 340,000 active;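 active = inhibition above the mean inhibition of all tested compounds plus 3 SD, cut at about 17% in these data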;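 note: assay run at fixed EC70 calcium of 1.6 mM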
# Arrestin-AP2 inh: human beta-arrestin and AP2 interaction inhibition; FITC-arrestin peptide / GST-AP2 beads, flow cytometry; AP2 beta2 appendage carries R879A mutation; inhibition, % at 10 µM; 0.31% of 340,000 active;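 active = inhibition above a set limit, near 3 SD of compounds lacking own fluorescence, cut at about 54% in these data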;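 note: plate controls were DMSO wells for no effect and 5 µM unlabelled arrestin peptide for full effect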
#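 Material – AP2 appendage R879A on GSH beads · Buffer or medium – PBS with 0.05% Tween 20 and 0.1% BSA · Probe or stimulus – fluorescein-tagged arrestin peptide at 50 nM final · Incubation – compound with beads 12 min RT, then probe 1 h RT · Detection – high-throughput flow cytometry of beads, ex 488, em 535 nm · Evaluation – percent response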
# DAGLB inhibitor: blocks human DAGLB lipase activity | 0.059% of 340,000 active | Q8NCG7 | AID 504411 | HEK293T DAGLB membrane lysate, EnzChek fluorogenic substrate | inhibition, % at 5.17 µM; in the data active = inhibition above about 34%;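 note: 0% = enzyme with vehicle and 100% = wells lacking enzyme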
# Target sequence (Q8NCG7 whole entry, looked up): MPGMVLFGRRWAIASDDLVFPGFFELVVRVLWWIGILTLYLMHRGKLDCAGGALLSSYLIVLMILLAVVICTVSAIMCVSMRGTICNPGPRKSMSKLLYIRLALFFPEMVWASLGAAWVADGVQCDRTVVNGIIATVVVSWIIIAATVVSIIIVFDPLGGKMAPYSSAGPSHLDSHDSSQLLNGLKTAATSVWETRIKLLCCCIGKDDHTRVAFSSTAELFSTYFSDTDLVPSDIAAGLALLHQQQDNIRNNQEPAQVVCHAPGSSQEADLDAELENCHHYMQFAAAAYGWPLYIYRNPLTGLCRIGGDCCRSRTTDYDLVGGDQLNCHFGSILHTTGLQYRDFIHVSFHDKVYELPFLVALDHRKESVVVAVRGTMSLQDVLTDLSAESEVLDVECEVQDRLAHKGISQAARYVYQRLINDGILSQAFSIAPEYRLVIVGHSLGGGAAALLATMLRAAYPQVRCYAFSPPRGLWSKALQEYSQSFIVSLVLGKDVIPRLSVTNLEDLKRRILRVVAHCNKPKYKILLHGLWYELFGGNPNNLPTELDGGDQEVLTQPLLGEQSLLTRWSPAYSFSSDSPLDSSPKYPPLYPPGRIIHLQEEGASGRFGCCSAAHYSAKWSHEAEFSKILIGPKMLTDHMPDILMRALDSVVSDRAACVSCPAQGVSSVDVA
# * hit, by the source's call; . = no result given. An unsorted share of the library; 2.1% or so of the library scored in one or more.
SMILES,SR-BI HDL uptake,LANA DNA inh,SR-BI DiI-HDL act,Keap1-Nrf2 PPI,NSD2 HMT inh,PvdQ acylase,PKA-R2B act,Cardiac RTF inh,Arrestin-AP2 inh,DAGLB inhibitor
CC1Nc2ncnc(N3CCN(c4ccccc4)CC3)c2N(Cc2ccc(Br)cc2)C1=O (centres undefined),-15,0.8,15,-2,.,9,2,1,14,5
N#Cc1c(N)nc(SCC(=O)C23CC4CC(CC(C4)C2)C3)c(C#N)c1-c1ccc(Cl)cc1,-9,2.4,9,3,-1,-18,-6,-10,-12,1
CCC1(CC)SCCNC1=O,-1,-2.6,1,-2,0,-13,5,1,3,1
c1ccc2c(c1)nc(NC1CCCCC1)c1nncn12,3,0.5,-3,-3,.,9,0,-1,9,-2
CCOc1cc(CNCCc2ccc(S(N)(=O)=O)cc2)ccc1OCC(=O)NC(C)(C)C,7,0.2,-7,1,8,-20,-5,-7,-18,2
CCCS(=O)(=O)C(=C1NCCO1)S(=O)(=O)CCC,-22,-2.1,22,-3,1,5,-2,-15,29,-1
CC(=O)Nc1sc2c(c1C#N)CCN(Cc1ccccc1)C2,-15,3.6,15,-1,.,-13,-6,-1,-1,0
COc1cc2c(cc1NC(=O)C(C)Sc1cccc[n+]1[O-])oc1ccccc12 (centres undefined),47,-1.5,-47,1,1,-13,2,-11,-12,0
COc1ccc(CNCc2ccccc2[N+](=O)[O-])cc1OC,9,0.1,-9,-5,0,10,-15,4,7,0
COc1cc2[nH]c(=O)n(CCCC(=O)NC3CCCCC3)c(=O)c2cc1OC,4,0.3,-4,-4,.,-10,3,-2,6,0
O=C(CCNC(=O)c1ccccc1Cl)Nc1nc(-c2ccc3ccccc3c2)cs1,18,-0.5,-18,3,-1,-6,0,12,16,1
COc1ccc(OCC(=O)N2CCN(c3nnc(-c4ccccc4)c4ccccc34)CC2)cc1,56,0.8,-56,-3,1,-8,-3,0,32,4
COc1cccc(N2C(=O)Nc3ccccc3C2(O)C(=O)NCc2ccc3c(c2)OCO3)c1 (centres undefined),-28,-1.4,28,-5,-4,-5,5,-13,24,0
COCc1cc(C)nc(SCC(=O)Nc2ccccc2N2CCOCC2)c1C#N,-16,-2.3,16,-3,-3,-16,8,-9,7,1
CCOC(=O)CSc1nc2ccccc2n1CC(=O)NC(C)(C)C,-4,1.8,4,-1,1,-18,2,-7,-3,3
O=C(NC1CCCCC1)C(c1cccs1)N(Cc1cccs1)C(=O)c1ccco1 (centres undefined),-1,-0.9,1,2,.,-8,0,-14,-2,-2
COc1ccccc1N1CCN(C(=O)c2oc3ccc(Br)cc3c2C)CC1,-15,-0.7,15,-7,-3,-13,2,3,9,-16
Cc1cc(NCc2ccc(F)cc2)nc2cc(Cl)ccc12,20,-1.2,-20,-1,-7,-9,-17,-8,-1,-9
Cc1c(NC(=O)C(C)OC(=O)c2nc(Cl)ccc2Cl)c(=O)n(-c2ccccc2)n1C (centres undefined),-25,0.3,25,1,.,-7,-1,2,-12,-1
CC(=O)N1CCC(=NNc2ccnc3cc(Cl)ccc23)CC1,8,0.3,-8,-3,2,-14,-2,-10,-2,1
Cc1ccc(S(=O)(=O)N2CCN(c3ccccc3)CC2)cc1C(=O)NC1CCCCC1,20,-0.3,.,0,-2,5,5,8,17,-3
O=C(COc1ccc(Br)cc1)Nc1ccncc1,-5,-1.4,5,1,26,10,5,-1,22,-4
COc1cccc(NC(=O)CN2CCN(S(=O)(=O)c3ccc(F)cc3)CC2)c1,-15,-0.1,15,-6,10,1,15,11,34,-2
CCN1CCN(c2ccc(S(=O)(=O)N3CCCC3)cn2)CC1,-11,-0.5,11,-4,1,-14,5,-9,-1,2
CC(C)(C)OC(=O)C[C@@H]1C/C=C\C[C@@H](CC(=O)N[C@@H](CO)Cc2ccccc2)C(=O)N2CCC[C@@H]2COC1=O,0,-1.8,0,-4,.,-2,-15,8,.,2

# Next section; the last 4 above are carried over.
SMILES,SR-BI HDL uptake,LANA DNA inh,SR-BI DiI-HDL act,Keap1-Nrf2 PPI,NSD2 HMT inh,PvdQ acylase,PKA-R2B act,Cardiac RTF inh,Arrestin-AP2 inh,DAGLB inhibitor
O=C(COc1ccc(Br)cc1)Nc1ccncc1,-5,-1.4,5,1,26,10,5,-1,22,-4
COc1cccc(NC(=O)CN2CCN(S(=O)(=O)c3ccc(F)cc3)CC2)c1,-15,-0.1,15,-6,10,1,15,11,34,-2
CCN1CCN(c2ccc(S(=O)(=O)N3CCCC3)cn2)CC1,-11,-0.5,11,-4,1,-14,5,-9,-1,2
CC(C)(C)OC(=O)C[C@@H]1C/C=C\C[C@@H](CC(=O)N[C@@H](CO)Cc2ccccc2)C(=O)N2CCC[C@@H]2COC1=O,0,-1.8,0,-4,.,-2,-15,8,.,2
CCn1c(C)nc2cc(C(=O)NNS(=O)(=O)c3cc(Br)ccc3Br)ccc21,-3,7.6,3,1,4,-15,-1,4,-19,-4
CSc1ncc(CN2CCc3c([nH]c4ccccc34)C2C(C)(C)C)cn1 (centres undefined),0,-3.0,0,-2,1,7,-5,-1,32,-6
O=C(C1CC1)N1N=C(c2ccc(F)cc2)CC1(O)C(F)(F)F (centres undefined),21,-1.0,-21,-7,-3,-23,-17,1,2,-5
O=C(N/N=C/c1cccc([N+](=O)[O-])c1)c1cc(-c2ccccc2)nc2ccccc12,80*,1.0,-80,1,-1,-5,1,-3,21,-2
COc1ccc2oc(C(=O)NCCN3CCOCC3)c(C)c2c1OC,6,-0.1,-6,-2,-1,-8,-2,-5,7,-1
Cc1cc(C)n2nc(-c3ccsc3-n3c(C)ccc3C)cc2n1,-15,-0.4,15,-1,4,-2,4,-7,34,-1
CCOC(=O)N1CCN(Cc2ccc3ccccc3c2)CC1,-12,-1.3,12,-1,0,-4,3,-5,9,-3
O=C(COC(=O)c1c2c(nc3ccccc13)/C(=C\c1cccs1)CCC2)Nc1ccccc1Cl,46,1.1,-46,-9,13,-13,2,-18,-8,-11
O=C(NCc1ccc2c(c1)OCO2)c1cc(-c2ccccc2)nn1CC1CC(c2cccnc2)=NO1 (centres undefined),10,-4.3,-10,2,.,-5,5,-6,7,-3
Brc1ccc(-c2csc(-c3ccncc3)n2)cc1,7,0.1,-7,-6,-2,-12,9,-4,10,-14
Cc1ccc(OCC(=O)N(C)CC(=O)Nc2ccc(F)cc2)c([N+](=O)[O-])n1,-2,-0.4,2,-7,-1,-2,5,4,2,2
Cc1nnc(NC(=O)C2COc3ccccc3O2)s1 (centres undefined),-34,0.7,34,1,.,-9,8,-16,4,-1
CCCN(CCC)C(=O)c1cn(CC)c2ccc(S(=O)(=O)N3CCCCC3)cc2c1=O,-15,-0.4,15,-1,0,13,0,4,23,-1
COc1ccc(C(=O)Nn2cc3c(c2-c2ccccc2)c(=O)n(C)c(=O)n3C)cc1,-25,-0.8,25,-5,-1,-9,-3,2,-5,0
Cc1cc(C)nc(-n2nc(C)c(Oc3ccccc3O)c2C)n1,32,0.0,-32,1,-3,-5,-14,-5,14,1
Fc1ccc(-c2nnc(NC3=NCCCCC3)o2)cc1,-13,0.7,13,2,.,4,-2,-5,14,0
O=C(CSCc1ccco1)Nc1cc(C(F)(F)F)ccc1N1CCOCC1,23,1.4,-23,1,.,-6,1,-1,-5,-4
Cc1csc(SCC(=O)Nc2cc(S(=O)(=O)N3CCCC3)ccc2Cl)n1,25,-1.4,-25,-1,-4,-12,5,-1,0,-3
CC(C)c1ccc(NC(=O)Cn2nnc(C(=O)NCc3ccc4c(c3)OCO4)c2N)cc1,4,2.8,-4,-1,1,4,6,6,-3,2
Cn1c(COc2ccc(F)cc2)nnc1SCC(=O)NC1CC1,-15,-1.0,15,-4,-1,-14,-1,5,-10,3
Nc1nc(N2CCOCC2)cc(=O)[nH]1,-8,1.5,8,-2,38,-4,5,-4,7,-1
CCN1C(=O)C2(SC(NC(C)=O)=NN2C(C)=O)c2cc(C)ccc21 (centres undefined),-7,-4.2,7,7,0,1,1,-6,-24,2
COc1ccc(S(=O)(=O)N2CCOC2CNC(=O)C(=O)NCc2ccncc2)cc1OC (centres undefined),-3,0.6,3,6,-1,-3,-6,1,19,-1
S=C(Nc1ccc2nsnc2c1)NC1CCCCC1,-38,-0.5,38,-5,11,-4,-13,-11,1,-11
CCOC(=O)N1N=C(C)CC1(O)c1ccccc1 (centres undefined),-30,0.1,30,0,-2,-7,2,-6,-6,-1
SMILES,SR-BI HDL uptake,LANA DNA inh,SR-BI DiI-HDL act,Keap1-Nrf2 PPI,NSD2 HMT inh,PvdQ acylase,PKA-R2B act,Cardiac RTF inh,Arrestin-AP2 inh,DAGLB inhibitor
COc1ccccc1N1C(=O)N(C(C)=O)C2C1Nc1ccccc1N2C (centres undefined),6,-0.7,-6,-8,.,3,-13,-27,9,2
CCOc1ccc(CCNS(=O)(=O)c2ccc3c(c2)oc(=O)n3C)cc1OCC,.,2.1,.,1,-3,-18,-1,-6,-4,-2
O=C(Nc1ccc(C(=O)NCCCN2CCN(c3ccccc3)CC2)cc1)C1=CSCCO1,6,1.8,-6,-5,8,-11,-3,-11,-7,1
COc1ccc(NC(=S)NC2CC3CCC(C2)N3Cc2ccco2)cc1 (centres undefined),.,-1.5,.,-7,3,-4,-3,-9,1,3
Cc1nn(C(C)C(=O)O)c(=O)c2c1sc1ccccc12 (centres undefined),-18,-1.0,18,3,4,-14,-1,-6,1,0
Cc1c(NC(=O)Cn2cc([N+](=O)[O-])cn2)c(=O)n(-c2ccccc2)n1C,-3,-1.6,3,-3,-4,-16,-7,-2,3,0
OCCCNc1nc(-c2ccc(Br)cc2)nnc1-c1ccc(Cl)cc1,25,-1.5,-25,-4,8,-12,0,-1,4,-15
O=C(O)CSc1nccn1-c1cccc(Cl)c1,-42,0.1,42,1,1,-5,-1,1,24,-1
COC(=O)Nc1c(C)nn(Cc2ccccc2C)c1C,-16,-0.3,16,3,-2,-2,2,-1,22,-2
COc1ccc(C(O)(CCc2ccccc2)CCN2CCCCC2)cc1 (centres undefined),3,1.8,-3,5,-2,-3,.,.,0,.
CCC(C)NC(=O)CSC1=Nc2ccccc2C2=NC(c3ccccc3)C(=O)N12 (centres undefined),-19,0.8,19,1,1,-6,-9,1,3,0
O=C(NNC(=O)c1ccccc1O)c1ccc(S(=O)(=O)Nc2ccccc2)cc1,113*,-0.4,-113,1,0,-5,2,-1,23,6
COCCCNC(=O)/C(C#N)=C/c1cccc(NC(=O)c2ccccc2Cl)c1,10,1.0,-10,-5,-2,-7,-5,6,6,1
CCc1nnc(NC(=O)C2CCN(C(=O)c3ccccc3C)CC2)s1,-9,-1.2,9,2,1,-12,-2,2,20,-1
CC(C)CN(C(=O)CCC1CCCCC1)c1c(N)n(CC(C)C)c(=O)[nH]c1=O,-17,0.2,17,-2,3,-16,-6,2,-3,-2
